Mito fusion yeast: blocks mitochondrial division or promotes mitochondrial fusion. S. cerevisiae fusion-defective mutant growth rescue, CellTiterGlo 48 h. actives 0.23% (n = 320,000). Potency, µM (doses to about 46.1 µM), for the others: at the highest dose growth rescue (activation), hits mostly activators;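 note: potency is the fitted concentration of half-maximal effect; % of control where 0% means no effect; nearly all actives have a fitted effect of over 45% in size; temperature-sensitive fusion mutants such as fzo1-1 at 37 °C on non-fermentable ethanol glycerol medium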
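Compounds are tested for their ability to restore growth of mitochondrial fusion-defective yeast strains at non-permissive 37C in YPEG medium over 48 hours. Viability is quantified by luciferase luminescence.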
hERG WT inh: blocks the wildtype human KCNH2 potassium channel | Q12809 | U2OS, BacMam KCNH2, thallium flux FluxOr; hits give low values | activity change, % at 1.84 µM | actives 0.37% (n = 340,000);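 active = maximum activity change below -70%; inconclusive = maximum activity change between -70% and -50%; inactive = maximum activity change above -50%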; note: % is set by controls: 0 for no effect and ±100 for the full control effect
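U2OS cells transduced with wild-type KCNH2 virus are loaded with FluxOr dye for 45 min, and thallium flux is measured in kinetic reads before and after stimulation buffer. Rate constants are normalized to DMSO controls.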
KCNH2 3.1 block: KCNH2 3.1 (human) potassium channel inhibition. activity change, % (tested at about 1.8 µM). U2OS KCNH2 3.1, thallium flux FluxOr; hits give low values. actives 0.95% (n = 340,000);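 active = maximum activity change below -70%; inconclusive = maximum activity change from -70% to -50%; inactive = maximum activity change above -50%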;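 note: thallium influx rate constant from kinetic fluorescence after stimulation buffer; % is set by controls: 0 for no effect and ±100 for the full control effect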
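Virally transduced U2OS (3.1 isoform, 4 h infection in dark at RT) → overnight 37 C → FluxOr + Red40 in HBSS/HEPES, 45 min → stimulation buffer, 2 min kinetic read → rate constant vs DMSO controls.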
TRPV1 ag: agonists of human vanilloid receptor 1 (TRPV1) | actives 0.19% (n = 320,000) | TRPV1-expressing cells, Fluo-8 calcium influx, agonist mode | activation, % at 8.33 µM | Q8NER1; in the data active = activation above about 80%; inconclusive = between about 30% and that limit; note: 0% is about no effect
Target sequence (Q8NER1 whole entry, looked up): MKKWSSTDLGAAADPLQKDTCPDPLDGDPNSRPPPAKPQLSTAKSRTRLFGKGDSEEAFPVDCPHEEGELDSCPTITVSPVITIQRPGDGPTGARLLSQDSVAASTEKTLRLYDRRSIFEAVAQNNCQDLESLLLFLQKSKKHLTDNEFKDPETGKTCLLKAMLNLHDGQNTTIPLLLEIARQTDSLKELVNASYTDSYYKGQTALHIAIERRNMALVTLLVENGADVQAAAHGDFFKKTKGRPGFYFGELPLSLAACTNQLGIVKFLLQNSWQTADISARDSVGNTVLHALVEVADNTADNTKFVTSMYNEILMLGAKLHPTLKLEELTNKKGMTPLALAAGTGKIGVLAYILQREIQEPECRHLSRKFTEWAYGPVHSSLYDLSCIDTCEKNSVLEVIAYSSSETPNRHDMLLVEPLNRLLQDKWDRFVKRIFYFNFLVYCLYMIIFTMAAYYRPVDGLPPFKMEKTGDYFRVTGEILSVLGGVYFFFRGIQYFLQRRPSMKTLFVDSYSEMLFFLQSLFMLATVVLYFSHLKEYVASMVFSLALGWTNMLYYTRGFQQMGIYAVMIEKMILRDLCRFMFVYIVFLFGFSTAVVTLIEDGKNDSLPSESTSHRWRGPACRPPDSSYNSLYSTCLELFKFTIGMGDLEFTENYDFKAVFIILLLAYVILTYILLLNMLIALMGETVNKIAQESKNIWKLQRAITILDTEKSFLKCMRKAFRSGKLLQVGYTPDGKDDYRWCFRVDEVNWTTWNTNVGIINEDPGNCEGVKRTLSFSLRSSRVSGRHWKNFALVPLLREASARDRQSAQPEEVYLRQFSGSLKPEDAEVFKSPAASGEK
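Cells expressing TRPV1 were dye-loaded with Fluo-8 and read kinetically: 10 s baseline, 3 min after compound (agonist portion), then 2 min after EC20 capsaicin (allosteric enhancer portion). Calcium-bound dye fluorescence at 480/520 nm.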
ELG1 DNA repair: ELG1-dependent DNA repair inhibition; HEK293T ELG1-luciferase reporter, luminescence, 16 h; DNA damage induced by 5-fluorouridine; Potency, µM (series often up to 46.1 µM), inactives show at the top dose activity change, negative = inhibition, hits mostly inhibitors; actives 2.3% (n = 330,000); AID 504467; note: potency is the fitted concentration of half-maximal effect; % is set by controls: 0 for no effect and ±100 for the full control effect; nearly all actives have a fitted effect of over 55% in size
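In this reporter screen, reduction of luminescence relative to DMSO vehicle indicated activity. Compounds and 5-fluorouridine were added together to 2,000 cells per well, incubated for 16 hr at 37 °C, then developed with ONE-Glo.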
TCR activator: T cell receptor activation. Potency, µM (doses to about 9.22 µM), inactives show at the highest dose activation of IL-2 secretion, most hits filed as activators. primary human leukocytes, anti-CD3, IL-2 HTRF, 48 h. 330,000 tested, under 10 active; note: % of control where 0% means no effect
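IL-2 release read by HTRF sandwich (Eu cryptate donor, d2 acceptor, 665 nm emission) after 48 hr exposure of primary human leukocytes to compound together with anti-CD3 beads in the absence of co-stimulatory signals.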
Eya2 inh: inhibitors of human Eya2 phosphatase activity; O00167; Potency, µM (doses to about 76.9 µM), without a hit: top-dose activity, negative = inhibition, hits mostly inhibitors; actives 0.006% (n = 330,000); recombinant Eya2, OMFP fluorescence dephosphorylation (OMFP is methylfluorescein phosphate); note: potency is the fitted concentration of half-maximal effect; % is set by controls: 0 for no effect and ±100 for the full control effect
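Eya2 protein (added as 0.2 uM solution) was preincubated with compound for 10 min at ambient temperature in 50 mM HEPES pH 7.5, 50 mM NaCl, 5 uM MgCl2, 0.05% BSA, 1 mM DTT. OMFP (added at 50 uM) then reacted 10 min; fluorescence read at 485/525 nm.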
USP2a inh: blocks human ubiquitin-specific protease USP2a; actives 0.01% (n = 330,000); USP2 core, Ub-CHOP2 coupled fluorogenic reporter, 485/531; Potency, µM (highest dose often 38.3 µM), inactives show at the top dose activity change, negative = inhibition, hits mostly inhibitors; O75604;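 note: potency is the fitted concentration of half-maximal effect; plate controls were DMSO wells for no effect and full inhibition by NEM control for full effect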
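Deubiquitinase activity read as fluorescence (485/531 nm) after Ub-CHOP2 cleavage activates the enterokinase reporter on its substrate; USP2 core 10nM, Ub-CHOP2 and substrate 25nM each, 30min compound preincubation then 60min RT; data normalized to NEM, curves fitted.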
A-T KAP1 phos: candidate therapy for ataxia-telangiectasia. Potency, µM (doses to about 57.5 µM), for inactives: at the highest dose activation, hits mostly activators. […] A-T fibroblasts, KAP-1 phosphorylation AlphaLISA; neocarzinostatin DNA damage 30 min before lysis. AID 485349. actives 0.19% (n = 320,000); note: potency is the fitted concentration of half-maximal effect; % of control where 0% means no effect; nearly all actives have a fitted effect of over 45% in size
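hTERT-immortalized A-T patient fibroblasts ([…]), 500 cells/well in OPTI-MEM, 1% FBS, got compounds for 60 min, then NCS for 30 min at 37C. Lysates were then assayed for phospho-KAP-1 by AlphaLISA (anti-pKAP1 donor, anti-KAP1 acceptor beads), 6 hr at 25C.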
TSHR antag: antagonists of human thyroid stimulating hormone receptor | TSHR-expressing cells, TSH-stimulated cAMP HTRF, 2 h; hits give low values | activity change, negative = inhibition, % at 11.5 µM | actives 0.2% (n = 330,000) | AID 504810;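 active = activity change below a set negative limit, meaning inhibition stronger than a set level, cut at about -70% in these data; inconclusive = activity change between two set negative limits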; note: % is set by controls: 0 for no effect and ±100 for the full control effect
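Antagonism was scored as loss of TSH-driven cAMP in TSHR cells, stimulated with 4nM TSH (EC80) for 2 hours at 37 deg C and detected by homogeneous HTRF competition immunoassay.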
* marks the source's active call; other numbers are inactive results; ? = inconclusive; . = no result given; [ ] = remark or other dose. Unless noted, calls come from the whole dose curve; as a rule, active = well fitted curve in the direction sought with a large enough effect; inconclusive = small, poorly fitted or top-dose-only effect, or another doubt; inactive = no such curve, though single readings can be large; an effect the other way counts as inactive or inconclusive. An excerpt; rates above refer to the full screens.

SMILES | Mito fusion yeast | hERG WT inh | KCNH2 3.1 block | TRPV1 ag | ELG1 DNA repair | TCR activator | Eya2 inh | USP2a inh | A-T KAP1 phos | TSHR antag
O=C(CSc1ccc(-c2cccc([N+](=O)[O-])c2)nn1)N1CCCC1 | -9% | -10 | 8 | -8 | ? | -9% | 17% | -3% | 2% | 38
CN(C)c1ccc(S(=O)(=O)c2ccc(Cl)cc2)cc1 | -3% | -7 | -3 | 29 | 1% | 6% | -7% | 0% | 1% | 5
COc1ccc(Cl)cc1NC(=O)C(C)N1CCN(C/C=C/c2ccccc2)CC1 (configuration not stated) | 16% | -75* | -93* | 4 | ? | -4% | -28% | 2% | 0% | 2
COC(=O)CN(c1ccccc1C)S(C)(=O)=O | 4% | 2 | -7 | -2 | 6% | 2% | -2% | -3% | -2% | -4
O=C1c2ccccc2C(=O)N1/N=C/c1ccc(Oc2ccc([N+](=O)[O-])cn2)cc1 | 0% | 8 | -7 | 4 | 27% | 2% | -4% | 2% | 6% | 44
Cc1cc(C)c(NC(=S)N2CCCC2C(=O)O)c(C)c1 (configuration not stated) | 0% | -1 | 35 | 0 | 11% | 5%[46.1 µM] | 12% | 3% | -1% | 7
CCCOc1cc(N)ccc1C(=O)OCCN(CC)CC | -1% | -2 | 29 | 0 | 5% | 15% | 1% | 0% | 8% | 0
CC(=O)Nc1ccc2c(c1)CCCC2 | 1% | -3 | -31 | -4 | ? | -4% | -15% | 0% | 8% | 1
CC(C)OC(=O)Cn1c(=O)oc2ccccc21 | -3% | 7 | 2 | 1 | 2% | -3% | -32% | 3% | 1% | 1
Cc1cc(=O)oc(C)c1C(=O)NCC(C)NC(=O)c1c(C)cc(=O)oc1C (configuration not stated) | 1% | -7 | 11 | -2 | 4% | 0% | -3% | 3% | 5% | 8
CC(C)N(CCNC(=O)COc1ccc2oc3c(c2c1)CCCC3)C(C)C | -8% | 20 | -1 | 0 | 9% | 0% | -2% | 1% | 9% | -1
CC(=O)Nc1ccc(C(=O)NCCCOC(C)C)cc1 | 1% | -1 | -13 | -4 | -2% | -4% | 5% | 2% | 2% | 10
COc1ccc([N+](=O)[O-])cc1NC(=O)CSc1nc(C)c(C)c(C)n1 | -3% | -7 | -4 | 1 | 4% | -7%[46.1 µM] | 1% | 3% | 3% | 7
Cc1ccc2cc3cc(C(=O)N4CCN(Cc5ccccc5)CC4)sc3nc2c1 | -2% | 1 | -19 | 0 | ? | 0% | -31% | 2% | 13% | -3
CCOC(=O)Cc1nnc(NC(=O)CSc2nc3ccccc3[nH]2)s1 | -5% | -19 | -5 | 3 | 13% | -4% | -16% | 3% | 22% | 5
COC(=O)c1cc(OC)c(OC)cc1NC(=O)c1ccc(OC)cc1 | 3% | -9 | 11 | 12 | ? | -1% | 11% | 1% | -6% | 1
CCOC(=O)CN(C)C(=O)CCc1nnc(-c2ccc(-c3ccccc3)cc2)o1 | 3% | -10 | -7 | -1 | ? | -5% | 10% | -1% | 5% | -9
Cc1nn(CC#N)c(=O)n1-c1ccc(Cl)cc1 | 1% | -2 | 1 | -1 | -3% | 1% | -7% | 1% | -1% | -4
O=C(CCCSc1nc2sc3c(c2c(=O)[nH]1)CCC3)NCCO | -2% | 26 | -12 | . | 14% | 6% | -6% | 1% | 12% | 1
CCN(CC)S(=O)(=O)c1cc(Br)c(C)cc1OC | -7% | -1 | . | 0 | 16% | 3% | 16% | -3% | 1% | 0

Arranged by number of heavy atoms (low to high): 3 of the compounds above.
SMILES | Mito fusion yeast | hERG WT inh | KCNH2 3.1 block | TRPV1 ag | ELG1 DNA repair | TCR activator | Eya2 inh | USP2a inh | A-T KAP1 phos | TSHR antag
CC(C)OC(=O)Cn1c(=O)oc2ccccc21 | -3% | 7 | 2 | 1 | 2% | -3% | -32% | 3% | 1% | 1
COC(=O)c1cc(OC)c(OC)cc1NC(=O)c1ccc(OC)cc1 | 3% | -9 | 11 | 12 | ? | -1% | 11% | 1% | -6% | 1
Cc1cc(=O)oc(C)c1C(=O)NCC(C)NC(=O)c1c(C)cc(=O)oc1C (configuration not stated) | 1% | -7 | 11 | -2 | 4% | 0% | -3% | 3% | 5% | 8

Further compounds
SMILES | Mito fusion yeast | hERG WT inh | KCNH2 3.1 block | TRPV1 ag | ELG1 DNA repair | TCR activator | Eya2 inh | USP2a inh | A-T KAP1 phos | TSHR antag
CCN(CC(=O)Nc1c(F)cccc1F)C(=O)c1ccc2c(c1)OCCO2 | 0% | 2 | 6 | 1 | ? | 3% | -18% | -6% | -4% | 3
C/C(Cc1ccccc1)=N\NC(=O)CCCCCC(=O)N/N=C(\C)Cc1ccccc1 | 7% | -3 | 16 | -3 | 0% | 7% | 2% | -1% | 1% | 12
COc1ccc(-c2ccc(NS(=O)(=O)c3cc([N+](=O)[O-])ccc3C)cc2)nn1 | 8% | -41 | 2 | -2 | 2% | -2% | -3% | 1% | 5% | -15
O=C(Cn1nc(-c2ccccc2)oc1=O)OCC(=O)c1ccc(F)c(F)c1 | -1% | 4 | -10 | -1 | 10% | 7% | 19% | 2% | 9% | 6
CCOCCCn1c(C)nc2c[n+](CC(=O)c3ccc4ccccc4c3)cc(Br)c21 | 0% | 0 | -1 | 0 | ? | 5% | 3% | -1% | -4% | -4
O=C(C1CCCN(Cc2ccc(F)cc2)C1)N1CCCCC1 (configuration not stated) | 4% | 13 | 12 | 6 | 4% | 5% | 14% | 0% | 26% | 0
CC1CC(C)CN(C(=O)COC(=O)CNC(=O)C23CC4CC(CC(C4)C2)C3)C1 (configuration not stated) | 4% | -2 | 11 | 3 | ? | -5% | 7% | -5% | -1% | -12
COc1ccc(N2Cc3ccccc3C2=NC(=O)c2ccc(C)cc2)cc1OC | 0% | -11 | 3 | 3 | 11% | 2% | 0% | -1% | -15% | -3
Cc1ccc(C)c(NS(=O)(=O)c2cc(C(=O)NCc3ccccn3)ccc2Cl)c1 | 4% | -9 | -5 | 1 | -11% | 1% | -9% | -1% | -2% | 8
C#CC[N+]1(CC#Cc2ccccc2)CCOCC1 | 0% | 2 | -5 | -1 | 16% | -1% | 18% | 2% | . | -2
CC(C)(C)NC(=S)NC(C)(C)C | -11% | -3 | 10 | -4 | -1% | 5% | 23% | -6% | -2% | 7
Cc1ccsc1/C=N/NC(=O)c1ccc2c(c1)OCCO2 | 3% | -11 | 3 | . | ? | -9% | 6% | 8% | -6% | -1
O=C(Cn1cncn1)c1ccc(Cl)cc1 | -2% | -1 | -6 | -2 | -6% | 7% | 6% | 2% | -8% | -5
CCNc1nc(NCC)n2c(SCC(=O)Nc3cccc(F)c3)nnc2n1 | -3% | -7 | 2 | -2 | -5% | . | 14% | 1% | -15% | 7
O=C(O)CSc1cc(C(F)(F)F)nc(-c2ccccn2)n1 | -1% | 3 | 8 | 2 | 2% | . | 2% | 3% | -13% | 38
CC(C)OC(=O)c1nn2c(C(F)(F)F)cc(-c3ccc(Br)o3)nc2c1Br | -2% | ? | 0 | -2 | 8% | 2% | 12% | 0% | 5% | -3
CCOC(=O)c1c(C)[nH]c(C(=O)OCC(=O)c2ccccc2)c1C | 23% | -4 | 2 | -3 | ? | -3% | -14% | 3% | . | -13
COC(=O)C1=C(C)N(c2ccc(Cl)cc2)/C(=C/c2cccs2)C1=O | 3% | 14 | -22 | 18 | -6% | -5%[46.1 µM] | 3% | 4% | -7% | 8
O=C(O)CC1(CC(=O)Nc2ccc(F)cc2F)CCCCC1 | 4% | -1 | 19 | -1 | 5% | -4% | 3% | -1% | -1% | 3
Cc1ccc(/C=N/NC(=O)c2ccc(N(C)S(=O)(=O)c3ccccc3)cc2)cc1 | -18% | 1 | -12 | 1 | ? | 0% | -7% | 0% | -5% | -10
COc1ccc(N2CCN(CC(=O)Nc3ccc(SC(F)F)cc3)CC2)cc1 | 17% | 5 | -38 | 22 | -24% | 0%[46.1 µM] | 0% | 0% | 1% | 12
COc1cc(S(=O)(=O)N2CCCCC2)ccc1NC(=O)c1ccccc1Cl | 15% | 7 | 9 | 14 | ? | 5%[46.1 µM] | 9% | -9% | 4% | -11
Cc1nnc(SCc2nnc(-c3ccccc3)o2)n(N)c1=O | 0% | -11 | -10 | 0 | 12% | -4% | 20% | 5% | 1% | -2
Cc1ccc(-n2c(C)nn(-c3ncc(C(F)(F)F)cc3Cl)c2=O)cc1 | 2% | 2 | 6 | 1 | 0% | -1% | -17% | 1% | 0% | 10
Cc1cc(NC(=O)/C=C/c2ccccc2)no1 | -3% | -1 | -7 | 18 | ? | 1% | -24% | 8% | . | -10
CCCC(C)NC(=O)COC(=O)c1ccccc1SCC(=O)NC(C)CCC (configuration not stated) | 3% | -6 | -14 | 3 | -5% | -4% | -5% | 1% | 0% | -3
Cc1cc(C(F)(F)F)nc(SCc2ccc(C(=O)O)o2)n1 | -5% | -4 | -2 | -2 | ? | 1% | 15% | -3% | -6% | -4
CCCNC(=O)c1ccc(N2CCC3(CC2)CC(c2cccc(Br)c2)=NO3)c(NC(=O)c2cccc(C)c2)c1 | 0% | -16 | -32 | -1 | ? | -6% | -3% | 0% | -7% | 0

Screens deposited in PubChem by National Center for Advancing Translational Sciences (NCATS).
